Screening results: PubChem BioAssay, several laboratories
GRK2 aptamer HTS: compounds blocking aptamer binding on GRK2 – biochemical, human GRK2, bead flow cytometry, HTS, primary screen; Beta-adrenergic receptor kinase 1 (Homo sapiens), P25098; FAM-aptamer displacement from GRK2; inhibition of aptamer binding, % at 10 µM; actives 0.59% (n = 330,000); AID 488847, 2010;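 active = inhibition of aptamer binding above 40%, roughly 3 SD of noise, on plates passing a quality check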;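 also: median bead fluorescence of bound FAM aptamer so fluorescent compounds give negative values; no value below 0 was filed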
MCL1 BIM primary: inhibitors of MCL1 binding to BIM-BH3, primary screen, biochemical, fluorescence polarization. actives 0.68% (n = 320,000). AID 2057, 2009. GST-MCL1 / FITC-Bim-BH3 fluorescence polarization. inhibition, % at 10.9 µM;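 active = inhibition above the mean inhibition of all tested compounds plus 3 SD, set per campaign, cut at about 40% in these data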;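 also: 0% = DMSO wells and 100% = unlabeled Bim-BH3 peptide control; higher means more loss of mP so more displacement of Bim peptide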
Target sequence (Q07820 whole entry, looked up): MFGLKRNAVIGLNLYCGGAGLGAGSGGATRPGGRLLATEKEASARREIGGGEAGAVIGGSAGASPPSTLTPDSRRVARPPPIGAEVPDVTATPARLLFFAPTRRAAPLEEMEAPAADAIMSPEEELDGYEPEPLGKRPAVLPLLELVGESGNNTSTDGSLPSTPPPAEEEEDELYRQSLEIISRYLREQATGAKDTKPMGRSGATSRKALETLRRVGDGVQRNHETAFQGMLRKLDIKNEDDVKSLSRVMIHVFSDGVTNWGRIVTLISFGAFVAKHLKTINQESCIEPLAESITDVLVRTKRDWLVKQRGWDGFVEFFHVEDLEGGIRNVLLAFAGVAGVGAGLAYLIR
CIT2-GFP yeast: modulators of CIT2-GFP expression in yeast, primary screen, S. cerevisiae, GFP fusion, multiplex flow cytometry, MLPCN library; GFP response vs DMSO, % at 10 µM; S. cerevisiae CIT2-GFP strain, 3 h; 100 means same as DMSO wells; actives 0.065% (n = 320,000);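 active = GFP response relative to DMSO above a set limit, near the screen mean plus 3 SD, cut at about 150% in these data; inconclusive = Fewer than 70 cells measured for a yeast strain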;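 also: ratio of well median GFP fluorescence to mean of DMSO wells on the plate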
MEX-5 binding: MEX-5 zinc finger RNA-binding disruptors – biochemical, C. elegans, fluorescence polarization, MLPCN library, primary screen; Zinc finger protein mex-5 (Caenorhabditis elegans), Q9XUB2; MEX-5/FITC-TCR2 RNA binding; active compounds read low; activity score (negative = inhibition of binding), % at 10 µM; actives 0.38% (n = 300,000);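 active = inhibition past about -25% in most replicates, and total fluorescence under double the plate's negative control median, limit read from the data; inconclusive = replicates evenly split on the limit, or fluorescence at least double controls; inactive = too little inhibition in most replicates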;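 also: 0% = DMSO and -100% = 5 µM competing unlabeled TCR2 RNA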
Target sequence (Q9XUB2 whole entry, looked up): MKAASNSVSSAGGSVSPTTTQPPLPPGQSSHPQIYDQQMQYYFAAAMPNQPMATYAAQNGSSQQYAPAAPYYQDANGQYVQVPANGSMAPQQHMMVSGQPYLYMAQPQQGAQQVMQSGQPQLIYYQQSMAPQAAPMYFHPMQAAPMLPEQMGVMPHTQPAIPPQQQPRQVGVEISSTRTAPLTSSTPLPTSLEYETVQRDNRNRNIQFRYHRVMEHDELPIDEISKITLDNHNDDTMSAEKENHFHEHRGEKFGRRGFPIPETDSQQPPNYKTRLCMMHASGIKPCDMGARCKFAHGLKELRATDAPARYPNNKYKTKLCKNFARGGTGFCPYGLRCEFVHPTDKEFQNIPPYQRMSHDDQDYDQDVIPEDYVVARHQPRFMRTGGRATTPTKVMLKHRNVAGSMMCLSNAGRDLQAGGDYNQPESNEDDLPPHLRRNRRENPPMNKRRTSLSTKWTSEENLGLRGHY
CR mimetic SO: reduction of superoxide in aged yeast, primary screen, HTS; superoxide response (% of plate mean), % at 10 µM; S. cerevisiae aged cells, superoxide DHE fluorescence; active compounds read low; actives 0.18% (n = 330,000); AID 2690, 2010;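 active = superoxide response under a set limit, about three screen SD below normal, cut at about 65% in these data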;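 also: yeast aged for seven days with compound at 30 °C before DHE staining; 100% = average MFI of all compound-treated wells on the plate with controls excluded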
Bcl-xL primary: inhibitors of human Bcl-xL, primary screen, biochemical, fluorescence polarization, HTS; Bcl-2-like protein 1 (Homo sapiens), Q07817; GST-Bcl-xL / FITC-Bim BH3 peptide fluorescence polarization; inhibition, % at 10.9 µM; actives 0.7% (n = 320,000);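 active = inhibition above the mean of all tested compounds plus 3 SD, cutoff set per campaign, cut at about 30% in these data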;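 also: 0% = DMSO wells and 100% = unlabeled Bim-BH3 peptide competitor; inhibitors lower millipolarization by displacing the labeled peptide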
Target sequence (Q07817 whole entry, looked up): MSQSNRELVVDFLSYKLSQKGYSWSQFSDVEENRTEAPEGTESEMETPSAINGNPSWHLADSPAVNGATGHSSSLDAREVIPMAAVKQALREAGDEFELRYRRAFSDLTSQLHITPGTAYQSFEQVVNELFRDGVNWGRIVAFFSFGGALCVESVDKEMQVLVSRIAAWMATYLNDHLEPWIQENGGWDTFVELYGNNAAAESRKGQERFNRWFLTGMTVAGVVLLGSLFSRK
AGP1-GFP MLPCN: modulators of AGP1-GFP expression in yeast TOR pathway, primary screen, cell-based, multiplex flow cytometry, S. cerevisiae, MLPCN library. 3 h; GFP as percent of DMSO wells. GFP response vs DMSO, % at 10 µM. actives 0.02% (n = 320,000);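 active = GFP response relative to DMSO above a set limit, near screen average plus 3 SD, cut at about 150% in these data; inconclusive = fewer than 70 cells counted for the yeast strain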;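 also: median GFP channel fluorescence of the gated AGP1 strain per well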
GLD-1 TGE inh: GLD-1/TGE RNA complex disruptors, primary screen, biochemical, fluorescence polarization; Female germline-specific tumor suppressor gld-1 (Caenorhabditis elegans), Q17339; purified GLD-1 + fluorescein TGE RNA; inhibition, % at 5.96 µM; actives 0.44% (n = 320,000);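 active = percent inhibition above a per-plate cutoff, the plate mean of test compounds plus 3 SD, cut at about 30% in these data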;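 also: 0% = DMSO wells with GLD-1 and probe and 100% = wells lacking GLD-1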
VLA-4 inh: inhibition in human VLA-4 binding assay, primary screen, VLA-4 allosteric modulator project, MLPCN library, flow cytometry, VLA-4 expressing cells; Integrin alpha-4 (Homo sapiens), P13612; ligand binding flow cytometry; inhibition, % (about 7 µM as worked out from the volumes in the protocol); actives 0.2% (n = 330,000); in the data active = inhibition above about 50%
Active calls of the source: *; u = inconclusive; x = no result given.

The first 2 entries, ahead of the listing:
SMILES	GRK2 aptamer HTS	MCL1 BIM primary	CIT2-GFP yeast	MEX-5 binding	CR mimetic SO	Bcl-xL primary	AGP1-GFP MLPCN	GLD-1 TGE inh	VLA-4 inh
CCS(=O)(=O)c1ccc(C(=O)NC)c(Cl)c1Cl	0	0	101	0.1	101	1	107	-2	6
COC(=O)c1cc(-c2ccc(OC)c(OC)c2)n[nH]1	4	5	89	0.1	99	5	96	-12	17

The listing (from the top)
SMILES	GRK2 aptamer HTS	MCL1 BIM primary	CIT2-GFP yeast	MEX-5 binding	CR mimetic SO	Bcl-xL primary	AGP1-GFP MLPCN	GLD-1 TGE inh	VLA-4 inh
CCS(=O)(=O)c1ccc(C(=O)NC)c(Cl)c1Cl	0	0	101	0.1	101	1	107	-2	6
COC(=O)c1cc(-c2ccc(OC)c(OC)c2)n[nH]1	4	5	89	0.1	99	5	96	-12	17
CCO/C(C)=C1\C(=O)Nc2ccccc21	5	6	101	0.2	112	1	102	1	13
COc1ccc(NC(=O)Cn2nnc(C(=O)NCc3ccco3)c2N)cc1	0	9	u	0.4	130	8	u	5	-1
CN1CCC(=NNc2ncnc3sc4c(c23)CCCC4)CC1	3	-3	100	1.0	91	1	99	-5	-16
Cc1nc(SCC(=O)NC(=O)NC(C)C)nc(C)c1C	0	7	88	1.1	95	8	85	2	-4
CCOc1ccc(NC(=O)CCNC(=O)c2ccc(Br)cc2)cc1	1	6	94	3.3	92	4	98	0	-5
CCn1c(SCC(=O)Nc2nc(-c3ccc(C)cc3)cs2)nnc1-c1ccccc1O	1	7	108	-0.4	93	-1	108	3	-7
COCCN(C(=O)c1ccccc1F)c1nc(-c2ccc(OC)cc2)cs1	1	x	101	0.4	102	x	99	x	4
COc1ccc(CCn2c(-c3ccc(OC)cc3)nc3c(c(=O)c4ccccc4n3C)c2=O)cc1	6	-6	99	1.3	84	0	105	-3	0
CC(=O)Nc1ccc(NC(=O)COC(=O)C2(c3ccc(Cl)cc3)CCCC2)cc1	4	-2	96	-0.2	99	4	97	4	7
COC(=O)C(NC(=O)c1ccccc1)=C(C)C	5	5	104	2.8	93	0	106	0	-9
S=C(Nc1ccccc1)Nc1ccc(OCc2ccc(Cl)cc2Cl)cc1	0	-1	106	-5.5	120	-3	94	7	15
CO/N=C\c1cc(C(=O)c2ccc(Cl)cc2Cl)cn1C	0	-1	91	-4.2	98	0	95	-2	1
CCC[C@@H](CN1CCC[C@H]1CN1C(N)=NC[C@@H]1Cc1ccccc1)N1C[C@@H](Cc2ccccc2)N(CCc2ccc(Cl)c(Cl)c2)C1=N	0	x	94	x	126	x	94	-4	12
CN1CCN(C(=O)c2cnn(-c3ccccc3)c2NC(=O)c2ccccc2Cl)CC1	0	x	107	1.9	111	x	99	x	3
Cc1cccc(N2CCN(C(=O)CCn3c(=O)[nH]c4ccccc4c3=O)CC2)c1C	3	2	104	1.9	108	3	99	-2	3
O=S(=O)(c1ccc(NC(=S)N/N=C/c2ccc(N3CCOCC3)cc2)cc1)N1CCOCC1	0	-3	105	1.4	93	3	97	-2	7
O=C(CCN1CCCCO1)N1CCCC(Nc2ccc(F)cc2)C1 (centres undefined)	0	2	97	0.8	100	6	98	2	10
COC(=O)CC1NCCc2cc(OC)c(OC)cc21 (centres undefined)	0	8	93	-1.0	119	6	103	5	-7
CN(c1ccc(OCc2nnc(-c3ccccc3)o2)cc1)S(=O)(=O)c1ccccc1	0	0	92	-0.4	105	5	99	2	-10
CCOc1cc(C2NC(=O)NC(O)(C(F)(F)F)C2C(=O)c2ccc(Cl)cc2)ccc1O (centres undefined)	0	7	107	0.4	107	3	100	6	-1
COC(=O)CSc1[nH]c2ccccc2c1[N+](=O)[O-]	6	2	86	-0.6	88	4	98	0	0
COc1ccc(CC(=O)NCc2nnc(SCC(=O)Nc3ncc(C)s3)n2C)cc1	4	-2	106	0.3	88	-1	100	0	7
COc1cccc(Cn2nnc(C(=O)NCCc3ccc(Cl)cc3)c2N)c1	1	6	104	0.1	97	-2	102	10	2

Remaining list, next part:
SMILES	GRK2 aptamer HTS	MCL1 BIM primary	CIT2-GFP yeast	MEX-5 binding	CR mimetic SO	Bcl-xL primary	AGP1-GFP MLPCN	GLD-1 TGE inh	VLA-4 inh
Cc1ccc(S(=O)(=O)/N=C(\Sc2ccccc2)c2ccccc2)cc1	2	4	80	-2.6	91	6	104	5	6
COc1cccc(-c2noc(CCC(=O)NCCc3ccccc3)n2)c1	2	3	93	-3.9	105	6	93	-5	7
Cc1ccc(Cl)cc1NC(=O)c1ccc(Cn2cc(Cl)cn2)cc1	0	-2	89	-2.3	94	-4	84	-2	9
CCN(CCn1cccn1)C(=O)c1ccc2nc(Cc3ccc(OC)cc3)oc2c1	4	3	107	1.1	113	3	108	-3	-108
CC(=O)C(N=Nc1ccccc1)(Sc1nnc(-c2ccccc2)n1-c1ccccc1)C(C)=O	0	0	100	-0.3	95	1	101	-5	-3
O=C(Nc1nnc(SCc2c(Cl)cccc2Cl)s1)c1ccc2ncsc2c1	x	4	84	-0.7	103	-2	91	-3	13
N/C(=N\OC(=O)c1ccccc1)c1ccncc1	0	-6	103	0.8	104	-1	103	1	4
NC(=S)N/N=C/c1coc2cc(Cl)ccc2c1=O	2	3	94	-0.2	94	4	95	0	-1
O=C(CSC1CCCCC1)Nc1nccs1	3	3	117	0.3	100	7	105	-2	-8
CCOC(=O)C1CCN(C(=O)c2cc(COc3ccc(OC)c4ccccc34)on2)CC1	0	1	97	-0.5	108	1	95	1	-108
COCC(C)n1c(COc2ccccc2F)nnc1SCc1c(C)noc1C (centres undefined)	0	-2	94	1.0	98	2	81	7	0
CC1CCC(C(C)C)C(OC(=O)C[n+]2cc(-c3ccc(Cl)cc3)n3c2CCC3)C1 (centres undefined)	0	8	102	3.4	89	7	103	-8	3
O=C(c1ccc([N+](=O)[O-])o1)N1CCOCC1	0	3	104	0.2	106	3	94	-5	1
COc1ccc(NC(=O)/C=C/c2cccc(Br)c2)cn1	2	99*	96	-33*	83	91*	98	67*	-1
CCn1c(CNC(=O)c2ccccc2F)nnc1SCC(=O)Nc1nncs1	0	9	105	-0.2	100	9	103	-6	9
CC1CC(N(C(=O)c2ccco2)c2ccccc2)c2ccccc2N1 (centres undefined)	0	1	x	1.2	95	5	100	-1	3
CN(C)C(=O)c1cc2cc(Br)ccc2s1	0	4	90	-3.0	92	4	95	-7	-4
CC(=O)OCn1ncc(N2CCOCC2)c(Br)c1=O	0	4	103	1.7	96	3	107	9	6
CC(C)c1nc2sc3c(SCC(N)=O)ncnc3c2c2c1CCC2	0	4	105	1.0	116	7	104	-5	-8
CN(C)c1ccc(/C=N/NC(=O)CN(c2cccc(Cl)c2)S(C)(=O)=O)cc1Br	0	2	98	5.1	95	0	102	7	1
Cc1nn(Cc2ccccc2)c(Cl)c1/C=C/C(=O)OC(C)C(=O)N1CCCC1 (centres undefined)	0	2	89	0.9	105	7	89	-6	7
CCCS(=O)(=O)N1CCN(Cc2ccc([N+](=O)[O-])cc2)CC1	0	7	96	4.0	106	2	90	0	11
NC(=O)CC(NC(=O)c1ccccc1)c1ccc(N2CCc3ccccc3C2)c([N+](=O)[O-])c1 (centres undefined)	0	2	103	-0.5	102	2	109	0	27
OCCC1CN(Cc2cc(F)ccc2F)CCN1CCCc1ccccc1 (centres undefined)	0	6	106	-0.1	108	7	103	4	0
CCOc1ccc(OCCCCN2CCCC2)cc1	1	1	86	-2.8	106	2	93	3	13

Compound profiles (already shown):
Results for CC1CC(N(C(=O)c2ccco2)c2ccccc2)c2ccccc2N1 (centres undefined) : GRK2 aptamer HTS: 0; MCL1 BIM primary: 1; CIT2-GFP yeast: x; MEX-5 binding: 1.2; CR mimetic SO: 95; Bcl-xL primary: 5; AGP1-GFP MLPCN: 100; GLD-1 TGE inh: -1; VLA-4 inh: 3
Results for CCCS(=O)(=O)N1CCN(Cc2ccc([N+](=O)[O-])cc2)CC1 : GRK2 aptamer HTS: 0; MCL1 BIM primary: 7; CIT2-GFP yeast: 96; MEX-5 binding: 4.0; CR mimetic SO: 106; Bcl-xL primary: 2; AGP1-GFP MLPCN: 90; GLD-1 TGE inh: 0; VLA-4 inh: 11

3 entries from above, arranged by the value under Bcl-xL primary, highest first:
| smiles | GRK2 aptamer HTS | MCL1 BIM primary | CIT2-GFP yeast | MEX-5 binding | Bcl-xL primary | AGP1-GFP MLPCN | GLD-1 TGE inh | VLA-4 inh |
| --- | --- | --- | --- | --- | --- | --- | --- | --- |
| Cc1nn(Cc2ccccc2)c(Cl)c1/C=C/C(=O)OC(C)C(=O)N1CCCC1 (centres undefined) | 0 | 2 | 89 | 0.9 | 7 | 89 | -6 | 7 |
| CC1CC(N(C(=O)c2ccco2)c2ccccc2)c2ccccc2N1 (centres undefined) | 0 | 1 | x | 1.2 | 5 | 100 | -1 | 3 |
| CCOc1ccc(OCCCCN2CCCC2)cc1 | 1 | 1 | 86 | -2.8 | 2 | 93 | 3 | 13 |

(cont.)
SMILES	GRK2 aptamer HTS	MCL1 BIM primary	CIT2-GFP yeast	MEX-5 binding	CR mimetic SO	Bcl-xL primary	AGP1-GFP MLPCN	GLD-1 TGE inh	VLA-4 inh
O=C(Nc1ccc(N2CCOCC2)cc1)C1CCN(S(=O)(=O)c2ccccc2F)CC1	0	-6	86	-4.7	96	-10	95	-5	2
CCCCN1C(=O)C2(OCCCO2)c2cccc(C)c21	1	4	92	2.7	99	6	101	-1	-3
COc1ccc(CC(=O)OCC(=O)N2CCc3ccccc32)cc1OC	0	-1	103	x	80	1	97	-2	-8
CCOc1ccc(Nc2oc(-c3ccc(Cl)cc3)nc2C#N)cc1	2	2	102	1.0	117	-2	102	4	23
COc1ccc(N2C(=O)CC(Nc3ccc(C)cc3)C2=O)cc1 (centres undefined)	2	-2	111	2.5	97	3	94	0	-5
CCOC(=O)c1ccc(NC(=O)CCCN2C(=O)NC3(CCCC3)C2=O)cc1	0	4	94	x	93	2	93	5	7
CCCCOP(=O)(c1ccc(N(C)C)cc1)C(O)c1cc(OC)c(OC)c(OC)c1 (centres undefined)	0	0	81	-0.9	96	3	76	11	-1
Cc1ccccc1C1c2[nH]c3ccccc3c2CCN1C(=O)c1ccc(=O)n(C)n1 (centres undefined)	0	3	100	0.6	114	1	104	4	6
CS(=O)(=O)N(CC(=O)Nc1c(F)cccc1F)Cc1ccccc1	3	0	102	-4.6	113	0	104	-1	-10
COc1ccc(NC(=O)c2nc[nH]c2C(=O)NCc2ccccc2)cc1	1	-6	91	2.8	102	8	85	1	23
O=C(O)c1ccn2c(C(=O)c3ccccc3)c(-c3ccccc3)cc2c1	0	-3	94	-0.5	81	1	97	-2	-7
Cc1nn(CC(=O)Nc2sc3c(c2C#N)CCC(C(C)(C)C)C3)c(C)c1[N+](=O)[O-] (centres undefined)	1	-11	98	0.4	91	-1	98	0	-2
